Compound activity (PubChem)
CRE-bla Fsk – alters forskolin-stimulated CRE reporter signaling in CHO cells | CHO CRE-bla reporter (cAMP response element driving beta-lactamase), forskolin EC10, beta-lactamase ratio | Potency, µM (doses to about 38.2 µM), without a hit: at the highest dose activity change, negative = inhibition, most hits filed as activators | 2.5% of 71,000 active; active = well fitted activation curve with a large enough effect in the signal ratio, with a control signal flat, not every such curve was filed as active; inconclusive = small, poorly fitted or top-dose-only effect, or effect the other way, or a change in a side signal; the % refers to the signal ratio; note: potency is the fitted concentration of half-maximal effect; % of control where 0% means no effect
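CHO CRE-bla cells, overnight plating in Opti-MEM with 0.5% dialyzed FBS; cpd titration + EC10 NKH 477, 3 h 37 °C; CCF4 2 h RT; ex 405/em 460 vs 530 ratio → %Activity, AC50.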
BRCT inh green – blocks human BRCA1 BRCT binding to phosphopeptide, green readout; 0.05% of 75,000 active; BRCA1 BRCT-phosphopeptide binding, green fluorescence polarization; Potency, µM (doses to about 76.9 µM), inactives show at the top dose activity change, negative = inhibition, most hits filed as inhibitors; P38398;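 note: potency is the fitted concentration of half-maximal effect; plate controls were peptide without protein for full effect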
Target sequence (P38398 whole entry, looked up): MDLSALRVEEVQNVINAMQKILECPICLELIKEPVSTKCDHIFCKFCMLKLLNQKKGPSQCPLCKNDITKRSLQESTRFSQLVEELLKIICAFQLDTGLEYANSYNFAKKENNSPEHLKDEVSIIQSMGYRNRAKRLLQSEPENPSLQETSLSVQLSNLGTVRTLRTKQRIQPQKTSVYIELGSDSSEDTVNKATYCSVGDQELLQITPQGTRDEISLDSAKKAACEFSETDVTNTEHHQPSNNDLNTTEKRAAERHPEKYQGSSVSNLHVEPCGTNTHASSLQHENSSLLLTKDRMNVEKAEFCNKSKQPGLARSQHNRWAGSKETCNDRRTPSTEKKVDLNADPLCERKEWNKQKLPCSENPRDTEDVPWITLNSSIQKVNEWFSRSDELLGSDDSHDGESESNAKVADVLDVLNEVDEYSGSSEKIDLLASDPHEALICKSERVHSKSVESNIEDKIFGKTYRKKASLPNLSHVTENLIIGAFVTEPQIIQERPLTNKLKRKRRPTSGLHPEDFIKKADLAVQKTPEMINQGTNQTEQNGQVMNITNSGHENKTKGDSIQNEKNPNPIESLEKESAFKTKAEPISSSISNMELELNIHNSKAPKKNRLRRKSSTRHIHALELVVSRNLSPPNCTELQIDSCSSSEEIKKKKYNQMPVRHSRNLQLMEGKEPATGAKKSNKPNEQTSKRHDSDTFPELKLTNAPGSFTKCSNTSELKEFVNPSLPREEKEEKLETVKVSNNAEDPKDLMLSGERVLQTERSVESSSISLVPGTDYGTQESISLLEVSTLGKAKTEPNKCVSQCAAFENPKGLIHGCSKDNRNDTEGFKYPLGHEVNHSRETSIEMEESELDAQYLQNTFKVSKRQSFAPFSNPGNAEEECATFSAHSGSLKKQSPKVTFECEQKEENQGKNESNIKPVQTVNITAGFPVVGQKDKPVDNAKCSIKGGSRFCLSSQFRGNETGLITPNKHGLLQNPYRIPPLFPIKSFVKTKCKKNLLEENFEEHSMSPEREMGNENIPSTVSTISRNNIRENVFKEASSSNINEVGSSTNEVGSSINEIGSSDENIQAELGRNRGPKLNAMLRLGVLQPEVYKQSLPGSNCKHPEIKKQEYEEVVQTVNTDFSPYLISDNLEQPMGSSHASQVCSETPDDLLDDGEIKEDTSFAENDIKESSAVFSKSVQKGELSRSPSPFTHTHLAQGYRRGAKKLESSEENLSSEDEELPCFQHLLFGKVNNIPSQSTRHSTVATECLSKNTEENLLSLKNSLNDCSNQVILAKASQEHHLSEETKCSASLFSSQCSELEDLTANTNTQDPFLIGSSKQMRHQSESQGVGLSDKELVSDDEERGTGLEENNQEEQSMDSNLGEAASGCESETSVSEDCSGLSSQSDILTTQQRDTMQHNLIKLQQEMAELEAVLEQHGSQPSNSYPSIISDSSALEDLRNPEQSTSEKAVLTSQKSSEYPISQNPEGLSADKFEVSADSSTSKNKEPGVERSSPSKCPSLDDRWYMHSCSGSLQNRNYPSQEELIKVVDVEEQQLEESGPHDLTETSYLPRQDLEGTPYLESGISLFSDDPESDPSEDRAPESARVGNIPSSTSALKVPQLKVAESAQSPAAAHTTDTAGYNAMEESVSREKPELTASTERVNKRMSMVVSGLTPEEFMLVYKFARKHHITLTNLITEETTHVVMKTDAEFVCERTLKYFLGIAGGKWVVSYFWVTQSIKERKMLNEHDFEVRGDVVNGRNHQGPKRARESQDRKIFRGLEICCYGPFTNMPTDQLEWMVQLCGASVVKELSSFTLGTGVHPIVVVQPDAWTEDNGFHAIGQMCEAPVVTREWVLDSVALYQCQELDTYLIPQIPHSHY
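Compounds were incubated for 12 min at room temperature with a complex of 100 nM fluorescein-tagged pBACH1 decapeptide and 250 nM His-tagged BRCT protein. Buffer was phosphate pH 7.3 with EDTA, DTT and Tween 20. Disruption of binding lowers the polarization signal.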
A350 autofl – compounds fluorescent in Alexa 350 spectral region. Compound autofluorescence, 340/450 nm, Alexa 350 dye-equivalents; active compounds read high. max dye-equivalent concentration, M. 11% of 59,000 active. AID 590; in the data active = max dye-equivalent concentration above about 10 nM; inconclusive = mostly about 1.1 nM to 9.6 nM
Pol III holo inh – inhibitors of bacterial DNA polymerase III holoenzyme | 0.25% of 71,000 active | AID 603 | reconstituted DNA polymerase III holoenzyme replication, biochemical | Potency, µM (series often up to 57.1 µM), for the others: at the top dose activity change, negative = inhibition; note: potency is the fitted concentration of half-maximal effect; % is set by controls: 0 for no effect and ±100 for the full control effect
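Reconstituted *E. coli* holoenzyme (0.35 nM Pol III, 1 nM beta, 154 nM SSB, 2 nM primase) was preincubated with compound for 15 min at RT. Synthesis on 1.4 nM ssM13Gori ran 35 min, then was stopped with PicoGreen/EDTA and read as dsDNA fluorescence.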
HBB splicing – hemoglobin beta splicing modulation | AID 925 | HBB splicing reporter cell assay, activation; EGFP reporter with mutant IVS2-654 intron; response scale: normalised to 500 nM splice-correcting PNA | 0.06% of 65,000 active | Potency, µM (series often up to 46.1 µM), for inactives: top-dose activation, hits mostly activators; note: potency is the fitted concentration of half-maximal effect; 0% is about no effect
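Compounds were applied for 2 days to HeLa EGFP-654 cells, 500/well in Optimem with 2% FCS. The reporter's EGFP is disrupted by mis-splicing of beta-globin intron IVS2-654. Readout: summed well GFP fluorescence from 488 nm laser scanning; reference was 500 nM antisense […] 654 PNA.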
UbGFP stabilizer – inhibits proteasome, raising ubiquitin-GFP reporter fluorescence | Ubiquitin-GFP reporter cells, proteasome inhibition, GFP fluorescence; response scale: untreated = 0%, 10 µM MG-132 = 100% | Potency, µM (titrated, usually from 45.9 µM), inactives show at the highest dose activation (GFP accumulation), hits mostly activators | 67,000 tested, under 10 active | AID 526; active = well fitted activation curve with a large enough effect, not every such curve was filed as active; inconclusive = small, poorly fitted or top-dose-only effect, or another doubt; inactive = no such curve, though single readings can be large or run the other way; note: potency is the fitted concentration of half-maximal effect
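Reporter cells (U2OS, ubiquitin-G76V-GFP fusion) are plated overnight, then treated 4 hr at 37 °C with compound titrations from 46 uM down to 2.9 nM. Activity is scaled against untreated cells and 10 uM MG-132.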
BRCT inh red – BRCT-phosphoprotein interaction inhibition (red fluorophore); P38398; BRCT-phosphopeptide binding, red fluorescence polarization; Potency, µM (highest dose often 76.9 µM), for the others: top-dose activity change, negative = inhibition, most hits filed as inhibitors; 0.03% of 75,000 active; AID 892; note: % is set by controls: 0 for no effect and ±100 for the full control effect
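Fluorescence polarization: 100 nM His-tagged BRCA1 BRCT with 100 nM TAMRA-labelled phospho-BACH1 decapeptide, phosphate buffer pH 7.3 with 150 mM NaCl, DTT, 0.01% Tween 20; 12 min RT. Binding inhibition seen as FP decrease.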
ALOX15 inhib – inhibitors of human 15-lipoxygenase (ALOX15). purified 15hLO-1, xylenol orange hydroperoxide absorbance. Potency, µM (series often up to 57.1 µM), inactives show at the top dose activity change, negative = inhibition, most hits filed as inhibitors. P16050. 1.4% of 74,000 active; note: potency is the fitted concentration of half-maximal effect; % is set by controls: 0 for no effect and ±100 for the full control effect; nearly all actives have a fitted effect of over 55% in size
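Compounds were preincubated 15 min at room temperature with 40 nM purified human enzyme (25 mM Hepes pH 7.5, 0.01% Triton X-100); 50 uM arachidonic acid reacted 6 min. Fe-xylenol orange detection, 30 min, absorbance ratio 573/405 nm.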
Hsp90 Hop PPI – changes Hsp90-Hop TPR2A binding signal, up or down; Potency, µM (titrated, usually from 57 µM), for inactives: top-dose activity change, negative = inhibition; AlphaScreen TPR2A-His6 binding biotin-Hsp90 C-terminal peptide; 0.44% of 71,000 active; AID 595; active = well fitted curve in either direction with a large enough effect; inconclusive = small, poorly fitted or top-dose-only effect, or another doubt; note: potency is the fitted concentration of half-maximal effect; % is set by controls: 0 for no effect and ±100 for the full control effect; many of its hits are not listed in these tables
GFP derepression – derepresses silenced GFP locus in mouse C127i cells; mouse C127i GFP locus derepression, cytometry, 30 h; 0.09% of 68,000 active; Potency, µM (highest dose often 46.1 µM), inactives show at the highest dose GFP derepression (activation); note: % of control where 0% means no effect
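Derepression screen: silenced CMV-GFP reporter in murine C127i cells, 30 h compound incubation at 37 C, washed cells imaged by laser-scanning cytometer to enumerate GFP-expressing objects of 20 to 120 um.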
4MU fluor – 4-MU region autofluorescence. compound autofluorescence, 340/450 nm, 4-MU equivalents; active compounds read high. max dye-equivalent concentration, M. 11% of 59,000 active. AID 589; in the data active = max dye-equivalent concentration above about 10 nM; inconclusive = mostly about 1.1 nM to 9.6 nM
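Compounds in 100 mM Tris, pH 8.0, incubated 15 min at room temperature, then fluorescence read at 340 nm excitation/450 nm emission. Signal converted to 4-MU dye-equivalent concentration using an on-plate six-point 4-MU standard curve.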
The depositor's hits bear a star; i = inactive; ? = inconclusive; . = no result given; [ ] = dose if it differs, or a comment. Unless noted, calls come from the whole dose curve; as a rule, active = well fitted curve in the direction sought with a large enough effect; inconclusive = small, poorly fitted or top-dose-only effect, or another doubt; inactive = no such curve, though single readings can be large; an effect the other way counts as inactive or inconclusive.

Results follow in this order: ALOX15 inhib	CRE-bla Fsk	4MU fluor	HBB splicing	A350 autofl	Hsp90 Hop PPI	BRCT inh red	BRCT inh green	Pol III holo inh	UbGFP stabilizer	GFP derepression
1) CC(C)OCCCNC(=O)CCc1nc(-c2ccccc2)no1
→ 4%	-11%	1e-08M*	2.3%	?	0%	-0.1%	-2.9%	0%	-5%	3%
2) CC1CCCCN1C(=O)N[C@@H](Cc1ccccc1)C(=O)O (some centres not stated)
→ 0%	-4%	?	0.0%[57.5 µM]	?	-2%	0.4%	-2.7%	-5%	-3%	2%
3) O=C(N1CCOCC1)N1CCN(S(=O)(=O)N2CCCCC2)CC1
→ 7%	0%	i	1.1%	i	-3%	-0.1%	0.1%	1%	8%	3%
4) O=C1CC(C(=O)Nc2ccccc2)N=C(N2CCOCC2)N1 (configuration not stated)
→ -1%	2%	i	-0.7%	i	-5%	1.2%	-1.2%	0%	4%	-4%
5) Cc1ccc(S(=O)(=O)N2CCN(C(=O)c3cc(=O)[nH]c4ccccc34)CC2)c(C)c1
→ -8%	-6%	?	-2.1%	?	-3%	-1.5%	0.5%	-4%	1%	1%
6) O=C(/C=C/N1CCOCC1)c1ccc(-c2ccccc2)cc1
→ -17%	3%	.	-0.5%	.	-6%	0.4%	-2.6%	-7%	17%	4%
7) OCC1(CO)COC2(CCCC2)N1
→ -4%	15%	i	0.2%[0.369 µM]	i	-3%	-1.2%	0.0%	1%	.	2%
8) CN(C)CCCO[C@H]1[C@@H]2OC(C)(C)O[C@@H]2O[C@@H]1[C@H](O)CO
→ 13%[25.6 µM]	-7%[17.1 µM]	i	-0.2%[20.6 µM]	i	-1%[26 µM]	1.5%[34.4 µM]	0.1%[34.4 µM]	8%[25.6 µM]	14%[20.5 µM]	0%[20.6 µM]
9) CCCNc1nc2c(c(=O)[nH]c(=O)n2C)n1CCC(C)C
→ 2%	10µM*	i	.	i	-2%	0.6%	-1.2%	-3%	0%	-6%
10) CC(=O)CC(=O)Nc1ccccc1
→ 2%	-5%	.	-0.5%	.	3%	-0.9%	-1.1%	-4%	.	.
11) Cc1ccc2c(c1)nnn2C1CCN(S(=O)(=O)c2ccc(C(=O)N3CC(C)CC(C)C3)cc2)CC1 (configuration not stated)
→ 6%	2%	i	.	i	-2%	-0.5%	-1.6%	1%	1%	0%
12) O=C(Nc1ccccc1N1CCCCC1)c1ccccc1F
→ -18%	?	i	-1.1%	i	?	-1.4%	-1.8%	-1%	6%	-1%
13) CCC(=O)Nc1ccc(-c2nnc(SCC(=O)Nc3nccs3)n2C)cc1
→ 0%	-8%	i	-0.2%[57.5 µM]	i	-2%	-0.8%	0.3%	-5%	0%	2%
14) Cc1cc(C)cc(OCc2nnc(SCC(=O)N3CCN(c4ccccc4)CC3)o2)c1
→ -27%	6%	i	-0.8%	i	-3%	-1.2%	-5.2%	0%	12%	4%
15) O=S(=O)(c1ccc2nc(Cc3cccc(C(F)(F)F)c3)[nH]c2c1)N1CCOCC1
→ -7%	-8%	i	-1.5%	i	4%	-2.3%	-1.0%	-5%	0%	-1%
16) CC(C)CN(CC(C)C)S(=O)(=O)N1CCC(C(=O)NCc2cccs2)CC1
→ 0%	?	i	0.2%	i	1%	-0.5%	-1.9%	-2%	-8%	-1%
17) OCCN1CCN(CCSc2ccccc2)CC1
→ -11%	-19%	i	1.8%	i	-3%	0.6%	-0.6%	-12%	-3%	-3%
18) COc1ncc2nc(-c3cccs3)c(=O)n(-c3ccccc3)c2n1
→ 1%	5µM*	3.8e-07M*	1.2%	4.3e-07M*	-3%	-1.5%	18%	-8%	?	8%[9.22 µM]
19) CC(=O)c1c(N)n(C)c(=O)n(C)c1=O
→ 3%	11%	i	-0.7%	i	-2%	-1.7%	0.6%	2%	1%	-2%
20) CCCOC(=O)C1=C(C)NC2=C(C(=O)C(C(=O)OC)C(C)C2)C1c1ccc(N(CC)CC)cc1 (configuration not stated)
→ -30%	3%	?	-0.3%	?	-16%	-0.3%	1.7%	-4%	9%	2%
21) CC(=O)Nc1ccc(-c2nc(C)c(C(C)=O)n2O)cc1
→ -2%	-4%	?	-0.7%	?	-3%	-0.1%	0.9%	-4%	1%	-2%
22) CC1CCc2nn(CC(=O)NCCN3CCCCC3C)cc2C1 (configuration not stated)
→ 6%	-5%	.	2.4%	.	-2%	-0.9%	-2.6%	0%	9%	0%
23) COc1ccc(C(=O)N2CCC[C@@]3(CCN(c4ncccn4)C3)C2)cc1
→ 6%	4%	i	0.0%	i	-1%	0.3%	-2.1%	4%	-9%	-2%[9.22 µM]
24) Cc1ccc(C)c(S(=O)(=O)N2CC(=O)Nc3ccccc32)c1
→ -1%	-5%	i	-0.6%	i	3%	-1.4%	-0.7%	4%	-7%	-2%
25) O=C(CCN1CCc2ccccc2C1)Nc1ccccc1F
→ 0%	?	i	0.7%	i	-2%	-1.3%	0.1%	-3%	1%	3%
26) Nc1ccc(S(=O)(=O)O)cc1
→ -6%	-10%	.	0.5%	.	-4%	-0.4%	-0.8%	-8%	.	.
27) COC(=O)c1ccccc1NC1OC(=O)c2ccccc21 (configuration not stated)
→ 8%	1%	6.3e-08M*	.	6e-08M*	2%	-0.2%	-1.6%	-3%	-3%	1%
28) O=C(c1ccco1)N1CCC2(CC1)CCN(c1ccccc1)CC2
→ -6%	-7%	i	4.8%	i	-12%	-1.6%	-1.5%	-3%	0%	0%[9.22 µM]
29) N#Cc1nc(COc2ccc(Cl)cc2)oc1NCc1ccc2c(c1)OCO2
→ -21%	12%	i	.	i	-30%	-0.5%	3.0%	6%	-4%	2%
30) Cc1nc2c(C(=O)NCc3ccc4c(c3)OCO4)c[nH]n2c(=O)c1Cc1ccccc1F
→ 7%	?	i	-0.7%	i	-10%	-0.4%	-0.5%	-4%	-11%	-4%
31) COc1cc(C)nc(OCCNC(=O)COc2ccc(Cl)cc2C)n1
→ 2%	9%	i	.	i	2%	-1.4%	6.2%	-3%	4%	1%
32) CCCN1CCC(NC(=O)Nc2ccc(F)cc2F)CC1
→ -6%	-7%	i	0.6%	?	0%	-1.8%	-2.9%	-2%	-1%	-2%
33) Cc1cnc(C(=O)Nc2cccc3ncccc23)cn1
→ -10%	-1%	i	.	i	-1%	1.2%	1.1%	-6%	-5%	0%
34) COc1ccc(OCC(=O)N2CCOCC2)cc1
→ 2%	-1%	.	-1.7%[9.22 µM]	.	-1%	0.7%	-1.6%	-3%	14%	0%
35) COc1ccc2[nH]cc(CCNc3nc(-c4cccc(NS(C)(=O)=O)c4)nc4ccccc34)c2c1
→ -12%	?	i	-1.4%	i	-12%	-0.8%	0.3%	1%	-2%	0%[9.22 µM]
36) CCOc1ccc(C(C)=O)cc1CN1C(=O)NC2(CCCCC2C)C1=O (configuration not stated)
→ 4%	-6%	i	-0.2%	i	-2%	2.3%	-1.6%	1%	0%	5%
37) Cc1cccc(-n2nnnc2SC(C)C(=O)NCCC2=CCCCC2)c1 (configuration not stated)
→ ?	-12%	i	-0.1%[57.5 µM]	i	24%	-0.5%	1.3%	-2%	3%	0%
38) Cc1[nH]c2ccccc2c1C1=CN2CCS(=O)(=O)N=C2S1
→ 3%	-7%	i	-3.6%	?	0%	0.8%	-3.5%	-1%	-2%	0%
39) Cc1nn(CC(O)Cn2c3c(c4ccccc42)CCN(C)C3=O)c(C)c1Br (configuration not stated)
→ -15%	?	3.7e-08M*	1.1%	3.2e-08M*	-6%	-1.1%	0.1%	-9%	12%	-4%
40) COc1ccc(C)cc1NC(=O)c1ccc(S(=O)(=O)N2CCOCC2)cc1
→ 4%	6%	i	-1.3%	i	-5%	0.9%	0.8%	-2%	-1%	0%
41) CCc1cccc(C)c1NC(=O)CN1C(=O)c2ccccc2S1(=O)=O
→ -12%	-4%	.	1.9%	.	12%	-0.3%	-4.5%	4%	-4%	0%

Fetched by compound from the list above (three):
Results follow in this order: ALOX15 inhib	CRE-bla Fsk	4MU fluor	HBB splicing	A350 autofl	Hsp90 Hop PPI	BRCT inh red	BRCT inh green	Pol III holo inh	UbGFP stabilizer	GFP derepression
2) CC1CCCCN1C(=O)N[C@@H](Cc1ccccc1)C(=O)O (some centres not stated)
→ 0%	-4%	?	0.0%[57.5 µM]	?	-2%	0.4%	-2.7%	-5%	-3%	2%
33) Cc1cnc(C(=O)Nc2cccc3ncccc23)cn1
→ -10%	-1%	i	.	i	-1%	1.2%	1.1%	-6%	-5%	0%
1) CC(C)OCCCNC(=O)CCc1nc(-c2ccccc2)no1
→ 4%	-11%	1e-08M*	2.3%	?	0%	-0.1%	-2.9%	0%	-5%	3%
